beta cell repl – inducers of beta-cell replication in MIN6 cells; MIN6 cells proliferation, ATPlite luminescence, 48 h; cells starved in 0.2% serum; 100% = growth in 10% serum; 330,000 tested, 0.29% active; proliferation, % at 10 µM;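 active = compounds whose signal lies at least 3.5 SD above the mean of all wells on their plate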;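 note: 0% = DMSO-treated cells in low-serum medium and 100% = 10% serum control; some compounds called inactive have numbers as strong as hits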
UBC13 inh – blocks human UBC13 polyubiquitin chain formation. 330,000 tested, 0.47% active. AID 485273. TR-FRET. inhibition, % at 20 µM; in the data active = inhibition above about 45%, passing the limit was not always enough; inconclusive = no clear call, values can overlap the other calls
Target sequence (P61088 whole entry, looked up): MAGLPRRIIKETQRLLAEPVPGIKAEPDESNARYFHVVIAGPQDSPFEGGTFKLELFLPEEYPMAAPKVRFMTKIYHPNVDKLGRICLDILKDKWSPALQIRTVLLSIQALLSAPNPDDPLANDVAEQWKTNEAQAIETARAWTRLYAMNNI
PfG6PD inh – PfG6PD (Plasmodium falciparum) enzyme inhibition; 350,000 tested, 0.78% active; PfGluPho enzyme, NADPH resazurin-diaphorase fluorescence; inhibition, % at 20 µM;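 active = inhibition reaching at least a set limit at 20 µM in the primary screen, cut at about 59% in these data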;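 note: 0% = DMSO wells with substrate and 100% = DMSO wells lacking glucose-6-phosphate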
SENP8 block-1 – inhibitors of human SENP8 protease. Q96LD8. AID 602440. recombinant SENP8, Nedd8 substrate fluorescence. inhibition, % at 20 µM. 360,000 tested, 0.64% active; in the data active = inhibition mostly above about 40%, no sharp cut-off; inactive = mostly below about 27%
SENP6 inh – blocks the human protease SENP6. Q9GZR1. Recombinant SENP6 catalytic domain, aminoluciferin luminescence. inhibition, % at 10 µM. 330,000 tested, 1.8% active;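 active = inhibition above about 50% at the single tested dose, limit read from the data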;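 note: plate controls were DMSO wells with enzyme for no effect and DMSO wells lacking enzyme for full effect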
SENP7 block – inhibitors of human SENP7 protease | recombinant SENP7, Z-RLRGG-aminoluciferin luminescence, 40 min | inhibition, % at 5 µM | 330,000 tested, 1.5% active | AID 434973;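 active = inhibition above about 50% at the single test dose, limit read from the data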;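 note: plate controls were DMSO with enzyme for no effect and no enzyme buffer wells for full effect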
SENP1 inh – blocks the human SENP1 SUMO protease catalytic domain | Q9P0U3 | recombinant SENP1 catalytic domain, CyPet-SUMO1-YPet FRET cleavage | inhibition, % at 10 µM | 360,000 tested, 0.21% active;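 active = inhibition at least 30% at 10 µM, raw YFP signal under a set limit, fluorescence ratio 0.5 to 1.5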;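 note: 0% = enzyme with DMSO and 100% = no enzyme wells; some results filed as inactive read as strong as hits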
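system = hSENP1 catalytic domain, recombinant | reagent = SFCypet-SUMO1-SFYpet substrate at 25 nM | doses = one dose per compound, 10 µM, 0.5% DMSO | incubation = enzyme reaction for 50 min at room temperature, dark | measured by = FRET, CFP and YFP emission | controls = no-enzyme low, enzyme-DMSO high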
SENP8 block-2 – SENP8 protease inhibition | Q96LD8 | purified SENP8, Z-RLRGG-aminoluciferin cleavage, luminescence | inhibition, % at 10 µM | 330,000 tested, 1.2% active | AID 2540; in the data active = inhibition above about 50%
HKDC1 inh – inhibitors of human hexokinase HKDC1; recombinant HKDC1, G6PDH/diaphorase resazurin coupled fluorescence; inhibition, % at 20 µM; 340,000 tested, 0.16% active;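 active = inhibition above about 35% when tested at 20 µM, limit read from the data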;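 note: plate controls were DMSO wells with enzyme for no effect and DMSO wells lacking enzyme for full effect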
Target sequence (Q2TB90 whole entry, looked up): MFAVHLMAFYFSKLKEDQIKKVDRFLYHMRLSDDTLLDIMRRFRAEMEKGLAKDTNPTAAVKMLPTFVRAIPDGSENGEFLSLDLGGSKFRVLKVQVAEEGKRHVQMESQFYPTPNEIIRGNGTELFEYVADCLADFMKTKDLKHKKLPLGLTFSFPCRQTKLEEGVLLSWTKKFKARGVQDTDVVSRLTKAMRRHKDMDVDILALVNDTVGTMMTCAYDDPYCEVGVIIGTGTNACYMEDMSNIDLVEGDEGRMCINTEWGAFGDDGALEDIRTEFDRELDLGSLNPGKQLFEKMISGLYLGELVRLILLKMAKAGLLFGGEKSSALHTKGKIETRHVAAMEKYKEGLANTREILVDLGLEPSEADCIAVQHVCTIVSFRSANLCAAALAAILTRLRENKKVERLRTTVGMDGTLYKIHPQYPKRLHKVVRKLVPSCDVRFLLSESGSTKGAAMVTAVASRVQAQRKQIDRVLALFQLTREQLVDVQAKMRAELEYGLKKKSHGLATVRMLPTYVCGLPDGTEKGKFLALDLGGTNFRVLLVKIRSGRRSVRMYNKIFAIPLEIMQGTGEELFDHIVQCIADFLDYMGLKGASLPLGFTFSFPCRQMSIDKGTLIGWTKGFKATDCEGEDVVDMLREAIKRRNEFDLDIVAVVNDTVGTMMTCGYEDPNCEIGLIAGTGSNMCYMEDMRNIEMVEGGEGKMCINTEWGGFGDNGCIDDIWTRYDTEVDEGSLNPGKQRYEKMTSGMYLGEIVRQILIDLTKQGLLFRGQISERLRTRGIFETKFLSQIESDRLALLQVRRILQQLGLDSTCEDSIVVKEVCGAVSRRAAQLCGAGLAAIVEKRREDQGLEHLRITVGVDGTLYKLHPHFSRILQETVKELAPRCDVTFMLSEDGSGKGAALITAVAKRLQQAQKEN
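Incubation: 90 min at room temperature in dark / Material: recombinant HKDC1 (HK5) hexokinase enzyme, produced in-house / Quantity: enzyme 5 µg/mL final / Compound: one dose of 20 µM, 1% DMSO / Reagent: glucose and ATP substrates / Buffer or medium: Tris pH 8.0 buffer with MgCl2, Tween-20, BSA, BME / Technique: resorufin fluorescence at 613 nm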
Starred values were filed as active, the others as inactive; i = inactive; ? = inconclusive; nt = not tested or not shown.

SMILES | beta cell repl | UBC13 inh | PfG6PD inh | SENP8 block-1 | SENP6 inh | SENP7 block | SENP1 inh | SENP8 block-2 | HKDC1 inh
O=c1c2ccccc2nc(-c2ccccc2)n1-n1cccc1 | 1 | -3 | -6 | 23 | -12 | 4 | 1 | -4 | 4
COc1ccc(-n2c(O)c(C(C)=NCC3CCCO3)c(=O)[nH]c2=O)cc1 (stereo not drawn) | -1 | 0 | -10 | -3 | -7 | -1 | 1 | -1 | -1
COCCNC(=O)c1c(NC(=O)c2ccco2)n(Cc2ccccc2)c2nc3ccccc3nc12 | -5 | -1 | 29 | -404 | 20 | 25 | -19 | 2 | 8
CCn1cc(C=C2C(=O)N(C)C(=O)N(C)C2=O)c2ccccc21 | -1 | -24 | -5 | 15 | -22 | -21 | 16 | -13 | 0
Cn1c(=O)cc(SCC(=O)N2CCC3(CC2)OCCO3)c2ccc(Cl)cc21 | -1 | 6 | 15 | -23 | -1 | -7 | 0 | -1 | -1
CC(=O)N(C1=NCCCS1)c1ccccc1F | -4 | 4 | -8 | 5 | 4 | 4 | 3 | 2 | -9
CC(=O)c1c(O)n(C2CCCCCC2)c(=O)[nH]c1=O | 1 | -1 | -17 | 5 | -11 | 3 | -9 | 3 | 0
Nc1ccccc1C(=O)OCC(=O)c1ccc2c(c1)OCCO2 | -4 | 8 | -18 | -140 | 95* | 98* | 2 | 95* | 4
Clc1ccc(C2NCCc3[nH]cnc32)cc1 (stereo not drawn) | 1 | 3 | 3 | -2 | -17 | -8 | 1 | -8 | 3
CC(=O)OC1C=CC2[C@H]3Cc4ccc(O)c5c4[C@@]2(CCN3C)C1O5 (stereo partly drawn) | 0 | -3 | -1 | -4 | -2 | 3 | 2 | 4 | 4
c1ccc(P(c2ccccc2)c2ccccn2)cc1 | 5.8* | 12 | 4 | 12 | -21 | -5 | 2 | -6 | -6
Fc1cccc(C2NCc3ccccc3-n3cccc32)c1 (stereo not drawn) | -2 | 9 | 7 | 20 | 13 | -2 | -2 | -1 | -6
O=C(O)C(Cl)Cl | -4 | -8 | nt | nt | -4 | -4 | nt | -1 | nt
COc1ccc(CCC(=O)N2C[C@H]3C[C@@H](C2)c2cccc(=O)n2C3)cc1 | 3 | 0 | -9 | 7 | -14 | -2 | 1 | -6 | -5
COC(=O)C1=C(c2ccc(OC)c(OC)c2)C[C@@H]2CC[C@H]1N2C(=O)NCCO | 0 | -12 | -4 | -5 | -22 | -4 | 1 | -10 | -2
Cc1ccccc1-n1c(O)c(/C=C2/C(c3ccccc3)=Nc3ccccc32)c(=O)[nH]c1=O | -4 | -84 | -5 | -48 | 3 | 5 | -11 | 5 | 6
COC(=O)C(O)(c1c[nH]c2ccccc12)C(F)(F)F (stereo not drawn) | -3 | -2 | 10 | 18 | -11 | 7 | 4 | -1 | -1
CN(CCc1ccccc1)Cc1ccccc1[N+](=O)[O-] | -1 | -8 | 11 | 20 | -12 | 1 | 2 | -8 | -6
COc1ccccc1OCCCn1cc(C(=O)c2ccco2)c2ccccc21 | -4 | 38 | -6 | -24 | -2 | 2 | 0 | -1 | 6
Cc1ccc(C)c(CN2CCC(n3nnc4cc(F)ccc43)CC2)c1 | -1 | 0 | 1 | 13 | -1 | -5 | 1 | 8 | -2
O=c1[nH]c(=O)n(-c2cccc3ccccc23)c(O)c1C=NCc1ccc2c(c1)OCO2 | -1 | 2 | 5 | 19 | -8 | -2 | -1 | 4 | -4
CCCCCn1c(=O)c(C(=O)Nc2ccccn2)c(O)c2ccccc21 | -4 | ? | 0 | -149 | 9 | -1 | 0 | -4 | 1
COc1ccc(-n2c(Cc3cccc([N+](=O)[O-])c3)nc3ccccc3c2=O)cc1 | 1 | -5 | -3 | 0 | -4 | 3 | 0 | 4 | -7
COC1=C[C@@H]2[C@@H]3Cc4ccc(OC)c(O)c4[C@]2(CCN3C)CC1=O | nt | nt | -16 | 5 | nt | nt | -2 | nt | 5
O=c1[nH]c(CN2CC=C(c3ccccc3)CC2)nc2scc(-c3cccs3)c12 | -4 | 0 | 12 | -60 | -15 | 16 | -33 | -1 | 6
O=C(CCN1CC2CCC(CC2)C1)c1cccs1 | nt | nt | -2 | 14 | nt | nt | 0 | nt | -7
c1ccc(CNC2CN3CCC2CC3)cc1 (stereo not drawn) | nt | nt | -16 | 7 | nt | nt | 1 | nt | 0
COc1ccc(S(=O)(=O)N2CC3CC(C2)c2cccc(=O)n2C3)cc1 (stereo not drawn) | -2 | 14 | -3 | 4 | 7 | -3 | -1 | 2 | -3
O=S(=O)(c1ccc(F)cc1)N1CCCCC1c1cccnc1 (stereo not drawn) | 1 | -3 | 36 | 10 | -18 | 9 | 0 | -4 | 3
O=C(O)CC[N+](=O)[O-] | -1 | 7 | -4 | 5 | -4 | 2 | 3 | 1 | -1

Arranged by SMILES length (lowest first): part of the list above
SMILES | beta cell repl | UBC13 inh | PfG6PD inh | SENP8 block-1 | SENP6 inh | SENP7 block | SENP1 inh | SENP8 block-2 | HKDC1 inh
O=C(O)CC[N+](=O)[O-] | -1 | 7 | -4 | 5 | -4 | 2 | 3 | 1 | -1
c1ccc(CNC2CN3CCC2CC3)cc1 (stereo not drawn) | nt | nt | -16 | 7 | nt | nt | 1 | nt | 0
O=C(CCN1CC2CCC(CC2)C1)c1cccs1 | nt | nt | -2 | 14 | nt | nt | 0 | nt | -7
O=S(=O)(c1ccc(F)cc1)N1CCCCC1c1cccnc1 (stereo not drawn) | 1 | -3 | 36 | 10 | -18 | 9 | 0 | -4 | 3
COC(=O)C(O)(c1c[nH]c2ccccc12)C(F)(F)F (stereo not drawn) | -3 | -2 | 10 | 18 | -11 | 7 | 4 | -1 | -1
COc1ccccc1OCCCn1cc(C(=O)c2ccco2)c2ccccc21 | -4 | 38 | -6 | -24 | -2 | 2 | 0 | -1 | 6
COc1ccc(S(=O)(=O)N2CC3CC(C2)c2cccc(=O)n2C3)cc1 (stereo not drawn) | -2 | 14 | -3 | 4 | 7 | -3 | -1 | 2 | -3
O=c1[nH]c(CN2CC=C(c3ccccc3)CC2)nc2scc(-c3cccs3)c12 | -4 | 0 | 12 | -60 | -15 | 16 | -33 | -1 | 6
COC1=C[C@@H]2[C@@H]3Cc4ccc(OC)c(O)c4[C@]2(CCN3C)CC1=O | nt | nt | -16 | 5 | nt | nt | -2 | nt | 5
COc1ccc(-n2c(Cc3cccc([N+](=O)[O-])c3)nc3ccccc3c2=O)cc1 | 1 | -5 | -3 | 0 | -4 | 3 | 0 | 4 | -7
O=c1[nH]c(=O)n(-c2cccc3ccccc23)c(O)c1C=NCc1ccc2c(c1)OCO2 | -1 | 2 | 5 | 19 | -8 | -2 | -1 | 4 | -4
Cc1ccccc1-n1c(O)c(/C=C2/C(c3ccccc3)=Nc3ccccc32)c(=O)[nH]c1=O | -4 | -84 | -5 | -48 | 3 | 5 | -11 | 5 | 6

Remaining list, next part.
SMILES | beta cell repl | UBC13 inh | PfG6PD inh | SENP8 block-1 | SENP6 inh | SENP7 block | SENP1 inh | SENP8 block-2 | HKDC1 inh
O=C(O)c1cn(Cc2ccccc2)nc1-c1ccccc1 | -1 | -12 | -10 | 9 | -10 | 2 | 0 | -8 | -3
CC1=C2C(=O)C3C(CC=C4CC(OC5OC(O)C(O)C(O)C5CO)CCC43C)C2CCC12OC1CC(C)CNC1C2C (stereo not drawn) | 0 | 2 | -3 | 41* | 0 | -3 | -1 | -5 | -7
COc1ccccc1OCC#CCN1CCCCCC1 | 1 | 3 | -8 | -5 | -15 | 2 | -1 | 0 | -13
COC(=O)C1=C(c2ccccc2)C[C@@H]2CC[C@H]1N2C(=O)N1CCC(C)CC1 | -3 | 6 | -9 | 12 | -2 | 2 | 2 | 0 | 0
COC(=O)C1=C(c2ccc(OC(F)(F)F)cc2)C[C@@H]2CC[C@H]1N2C(=O)N1CCCC1 | -2 | 3 | -10 | 5 | -14 | -10 | 3 | -14 | -1
Cc1cccn2c(=O)c3c(nc12)N1CCCCC1C1(C3)C(=O)N(C)C(=O)N(C)C1=O (stereo not drawn) | -2 | 3 | 16 | -190 | 1 | -7 | -5 | -1 | -4
Cc1ccc(N2C(=O)NC(=O)/C(=C\c3ccc([N+](=O)[O-])o3)C2=O)cc1 | 0 | -39 | nt | nt | 6 | 3 | nt | -6 | nt
COc1cc(C=C2C(=O)NC(=O)NC2=O)ccc1O | -1 | -12 | 3 | 18 | 9 | 5 | 0 | -7 | -1
CN(C)CCSC1c2ccccc2CSc2ccccc21 (stereo not drawn) | -4 | 2 | 22 | 2 | -16 | 2 | -36 | 2 | 0
CC(Cc1ccccc1)[n+]1cc(/N=C(\N)[O-])on1 (stereo not drawn) | 0 | -8 | 5 | 22 | -9 | -6 | 2 | -1 | 6
O=C(O)C(O)(c1ccccc1)C1CCCC1 (stereo not drawn) | 0 | -1 | 10 | 21 | -6 | 2 | -1 | -4 | 2
CC(=O)N1CC(=O)Nc2ccc(Cl)cc2C1c1ccc(F)cc1 (stereo not drawn) | -1 | -2 | -9 | 13 | -5 | -6 | 3 | -9 | -6
O=c1c2ccccc2nc(/C=C/c2ccc(O)cc2)n1-c1cccc(O)c1 | 2 | 3 | 30 | -310 | -8 | 9 | -20 | 6 | 3
CC1(CCO)C(=O)NC(=S)NC1=O | nt | nt | 6 | 9 | nt | nt | -1 | nt | -10
C#C[C@]1(O)CCC2C3C(CC[C@@]21C)[C@@]1(C)CC[C@@H](O)CC1=C[C@H]3O (stereo partly drawn) | -3 | -12 | 9 | 1 | -7 | -6 | 3 | -12 | -2
Nc1c(C(=O)NC2CCCC2)c2nc3ccccc3nc2n1CC1CCCO1 (stereo not drawn) | -4 | 12 | 29 | i | 92* | 90* | -18 | 93* | -1
OC(CCNCCc1c[nH]c2ccccc12)C(F)(F)F (stereo not drawn) | -5 | 6 | 2 | 9 | 2 | -2 | 1 | 1 | -4
CCCC(=O)C1C(=O)NC(=O)NC1=O | -5 | -5 | -14 | 15 | -1 | -5 | 2 | -2 | -8
COc1cccc(CNC2CN3CCC2CC3)c1OC (stereo not drawn) | -2 | -6 | -7 | 11 | -32 | -7 | 3 | -9 | -6
Cc1ccc(OCC(=O)N2CCCC(N3CCN(c4ccc(F)cc4)CC3)C2)cc1 (stereo not drawn) | 2 | -2 | 7 | 13 | 17 | 7 | 0 | 2 | 0
CCOP(=S)(OCC)Oc1ccc2c(C)c(Cl)c(=O)oc2c1 | nt | nt | 15 | -131 | nt | nt | -7 | nt | -7
CC(C)NS(=O)(=O)c1ccc(OCC(=O)N2CCN(Cc3ccccc3)CC2)cc1 | 2 | 0 | -6 | 11 | -28 | 4 | -1 | 9 | -7
Cc1cccc(NP2(=O)NCCCN2)c1 | nt | nt | -7 | 9 | nt | nt | 3 | nt | -19

Assay outcomes: PubChem BioAssay, Sanford-Burnham Center for Chemical Genomics

Only part of the results is shown; rates above refer to the full screens.
